Bioassay records: PubChem BioAssay, several laboratories
Dyrk1A ADPGlo: Dyrk1A (rat) kinase inhibition; Q63470; ADP-Glo luminescence, NFATc1 peptide; inhibition, % at 12.5 µM; 310,000 tested, 0.43% active; AID 504441; in the data active means inhibition above about 50%;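 further: plate controls were vehicle with enzyme for no effect and no enzyme for full effect; many of its hits are not listed in these tables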
GSK3beta inhib: blocks human GSK3beta kinase activity | P49841 | GST-GSK3beta kinase, ADP-Glo luminescence, 60 min; active compounds read low | activity score (negative = inhibition), % at 10 µM | 300,000 tested, 0.038% active | AID 2097;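 active means more than half of replicate wells score below -50%, meaning over 50% inhibition versus plate controls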;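 further: 0% = median DMSO wells and -100% = median GW8510 positive control wells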
Target sequence (P49841 whole entry, looked up): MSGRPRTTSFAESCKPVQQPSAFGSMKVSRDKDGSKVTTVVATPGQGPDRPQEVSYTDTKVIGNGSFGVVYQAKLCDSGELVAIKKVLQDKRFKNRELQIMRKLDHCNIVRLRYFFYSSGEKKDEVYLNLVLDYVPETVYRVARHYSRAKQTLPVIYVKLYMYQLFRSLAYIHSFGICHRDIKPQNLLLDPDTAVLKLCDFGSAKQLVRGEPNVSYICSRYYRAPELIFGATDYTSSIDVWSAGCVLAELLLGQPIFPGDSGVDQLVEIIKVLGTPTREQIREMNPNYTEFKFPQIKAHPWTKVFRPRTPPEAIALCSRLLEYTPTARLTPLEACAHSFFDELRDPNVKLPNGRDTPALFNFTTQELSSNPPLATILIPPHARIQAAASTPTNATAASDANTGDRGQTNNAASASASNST
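Assay system: GST-fused GSK3beta enzyme, cell-free / Medium: Tris pH 7.5 buffer with MgCl2, DTT, BSA, heparin / Also added: peptide substrate plus 25 µM ATP (final) / Compound: 10 µM single point / Timing: kinase reaction with compound 60 min at room temperature / Detection: ADP-Glo luminescence / Benchmarks: DMSO neutral wells and GW8510 at 20 µM as positive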
Platelet DG rel: platelet dense granule release activity | human platelet-rich plasma, SFLLRN dense granule ATP release, luminescence | inhibition, %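 (compounds screened at 7.5 µM in platelet-rich plasma)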 | 300,000 tested, 0.22% active | AID 1663;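 active means mean replicate score, as percent of positive control, at or above 50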
GSK3A inh: blocks human GSK-3 alpha kinase; ADP-Glo luminescence, 60 min; P49840; inhibition, % at 10 µM; 320,000 tested, 0.1% active;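 in the data active means inhibition above about 50%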;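 further: GST-tagged GSK-3 alpha with peptide substrate and 25 µM ATP; 0% = DMSO neutral wells and 100% = GW8510 positive control wells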
Target sequence (P49840 whole entry, looked up): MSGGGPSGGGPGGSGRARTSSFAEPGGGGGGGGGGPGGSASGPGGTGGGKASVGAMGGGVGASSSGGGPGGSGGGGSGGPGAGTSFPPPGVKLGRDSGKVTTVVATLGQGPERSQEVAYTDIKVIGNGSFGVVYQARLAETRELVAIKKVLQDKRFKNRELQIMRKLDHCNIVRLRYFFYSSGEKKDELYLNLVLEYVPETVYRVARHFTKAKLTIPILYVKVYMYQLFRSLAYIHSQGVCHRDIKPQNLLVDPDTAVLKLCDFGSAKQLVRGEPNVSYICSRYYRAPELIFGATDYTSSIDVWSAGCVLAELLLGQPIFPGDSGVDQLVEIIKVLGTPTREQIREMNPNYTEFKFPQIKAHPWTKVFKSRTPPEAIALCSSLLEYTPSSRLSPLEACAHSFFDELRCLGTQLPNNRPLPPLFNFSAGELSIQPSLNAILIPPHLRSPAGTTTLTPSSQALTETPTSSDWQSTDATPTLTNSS
IEC-6 tox: IEC-6 cytotoxicity, counter-screen for KLF5 inhibitors | luminescence viability | inhibition, % at 5 µM | 290,000 tested, 0.78% active; in the data active means inhibition above about 22%;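 further: 0% = plate median of test compound wells and 100% = cytotoxic reference compound wells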
KLF5 inh: kruppel-like factor 5 inhibition | DLD-1 KLF5 promoter-luciferase reporter, luminescence | inhibition, % at 5 µM | 290,000 tested, 0.23% active | AID 1700;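 active means inhibition above a per-plate limit of that plate's mean compound inhibition plus 3 SD, cut at about 60% in these data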;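 further: 0% = DMSO wells and 100% = LY294002 at 200 µM; higher means less KLF5 promoter-driven luciferase light; inactives centre near -14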
HSF1 inh: HSF1 inhibition. NIH3T3-HGL HSE-luciferase, MG132-induced, luminescence 8 h; active compounds read low. activity change, negative = inhibition, % at 7.5 µM (by protocol). 300,000 tested, 0.77% active. AID 2098;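 active means more than half of replicate wells show activity change below -50%, luminescence cut by over half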;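 further: luciferase reports HSF-1 transcriptional activity via heat shock element; 0% = median of DMSO wells and -100% = zero luminescence signal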
aSyn 5UTR inh: MLPCN primary screen, SNCA 5' untranslated region; alpha-synuclein 5'UTR reporter, inhibitor activity; inhibition, % (tested at 7.5 µM); 300,000 tested, 0.82% active; in the data active means inhibition above about 60%;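 further: H4 neuroglioblastoma cells stably carrying SNCA 5'UTR luciferase fusion; 0% = DMSO wells and 100% = positive control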
HSP90 refold inh: blocks HSP90-mediated luciferase refolding in reticulocyte lysate; Rabbit reticulocyte lysate, luciferase refolding luminescence, 3 h; inhibition, % at 5.6 µM; 290,000 tested, 0.91% active; AID 1789;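 active means inhibition above the screen-wide mean plus 3 SD, computed separately per campaign, cut at about 16% in these data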;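 further: 0% = DMSO wells and 100% = 60 µM geldanamycin wells; inhibitors lower the luminescence because luciferase stays unfolded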
HSF-1 act: increases HSF-1 driven luciferase reporter signal; NIH3T3-HGL HSF-1 luciferase reporter, MG132, 8 h; 100% = twice DMSO control signal; activation, % at 9 µM; 300,000 tested, 1.7% active; AID 504408;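 active means mean replicate activation of at least 50% with a set share of replicates each reaching 50%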;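 further: 0% = median of the neutral control wells and 100% = twice that signal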
* = called active by the depositor; . = no result given; & = joins results of further samples. The list is partial; the hit share may differ from the screen's.

SMILES	Dyrk1A ADPGlo	GSK3beta inhib	Platelet DG rel	GSK3A inh	IEC-6 tox	KLF5 inh	HSF1 inh	aSyn 5UTR inh	HSP90 refold inh	HSF-1 act
Cc1oc2ccc(O)cc2c1C(=O)c1ccccc1	35	1	2	-1	0	-24	0	-35	-2	-5
CC(C)c1ccc2[nH]c(O)c(N=NC(=O)c3ccc(CSc4nncn4C)cc3)c2c1	-3	0	-24	.	-2	-42	3	-72	0	20
O=C(CSC(=S)N1CCCCC1)Nc1ncc2c(n1)CC(c1ccco1)CC2=O (stereo not drawn)	4	-4	-1	1	-6	3	2	19	-2	9
Nc1ccc(CCNc2ncnc3c2ncn3[C@@H]2O[C@H](CO)[C@@H](O)[C@H]2O)cc1	5	-2	15	-2	.	.	-5	13	.	7
O=C(c1ccccc1)N1N=C(c2cccs2)CC1c1ccccc1O (stereo not drawn)	6	1	4	-1	-5	-17	12	-8	1	42
Cc1ccccc1NC(=S)NCc1ccco1	-3	1	0	0	-2	-43	6	-6	4	14
CN(C1CCCC1)C1CCN(C(=O)CNC(=O)/C=C/c2ccccc2)CC1	.	1	-7	0	1	-1	7	9	-1	-6
Cc1nnc2ccc(-c3ccc(NC(=O)Cc4cccs4)cc3)nn12	-1	-6	0	6	-7	-12	-2	-39	-3	-2
Cc1cc(=O)[nH]c(SCC(=O)Nc2ccc3c(c2)OCCO3)n1	-3	-2	-20	1	4	-57	1	-32	2	-10
CCN(CC)c1cc(Cl)nc(N)n1	0	-5	24	0	6	-10	-2	14	3	-20
O=c1c(-c2ccc(Cl)cc2)coc2c(CN3CCCCC3)c(O)ccc12	-3	-1	-1	-3	-2	-6	-2	7	-4	-13
O=C(Nc1ccccc1C(=O)NCCCN1CCOCC1)c1cccc([N+](=O)[O-])c1	.	-3	4	2	-3	-24	-2	0	1	-2
CN1CCN(S(=O)(=O)c2ccc(N3CCN(c4ccc(O)cc4)CC3)c([N+](=O)[O-])c2)CC1	6	3	1	-3	.	.	-7	3	.	2
CC(C)CNc1cc(N2CCCC2)ccc1[N+](=O)[O-]	-1	3	-5	0	4	-7	-2	-2	-2	18
CCOC(=O)c1[nH]c(C)c(C(=O)OCC(=O)Nc2sc3c(c2C#N)CCCCC3)c1C	13	3	-1	2	5	-17	0	0	2	21
COc1ccc(CCNC(=O)CSc2nnc(-c3ccco3)c(-c3ccco3)n2)cc1OC	.	4	-5	1	-22	-10	-10	16	6	-17
O=S1(=O)N=C2CCCCCN2C(c2ccc(F)cc2)N1 (stereo not drawn)	-1	2	0	0	3	-11	-1	-9	3	1
CN1C(=O)CSc2ccc(NC(=O)NCc3ccc(F)cc3)cc21	-1	0	0	.	5	5	-5	11	0	9
CN(Cc1nc2ccccc2n1C)C(=O)c1cccs1	-6	-5	6	-1	-9	-32	-1	1	-1	-6
CCN(CC)S(=O)(=O)c1ccc2c(c1)nc(CCC(=O)OCC(=O)Nc1cc(OC)cc(OC)c1)n2C	2	0	-14	-3	7	-7	0	7	5	22

5 records picked at random from the list so far, as already listed:
SMILES	Dyrk1A ADPGlo	GSK3beta inhib	Platelet DG rel	GSK3A inh	IEC-6 tox	KLF5 inh	HSF1 inh	aSyn 5UTR inh	HSP90 refold inh	HSF-1 act
CCN(CC)S(=O)(=O)c1ccc2c(c1)nc(CCC(=O)OCC(=O)Nc1cc(OC)cc(OC)c1)n2C	2	0	-14	-3	7	-7	0	7	5	22
O=c1c(-c2ccc(Cl)cc2)coc2c(CN3CCCCC3)c(O)ccc12	-3	-1	-1	-3	-2	-6	-2	7	-4	-13
CN(C1CCCC1)C1CCN(C(=O)CNC(=O)/C=C/c2ccccc2)CC1	.	1	-7	0	1	-1	7	9	-1	-6
O=C(CSC(=S)N1CCCCC1)Nc1ncc2c(n1)CC(c1ccco1)CC2=O (stereo not drawn)	4	-4	-1	1	-6	3	2	19	-2	9
O=C(Nc1ccccc1C(=O)NCCCN1CCOCC1)c1cccc([N+](=O)[O-])c1	.	-3	4	2	-3	-24	-2	0	1	-2

More records
SMILES	Dyrk1A ADPGlo	GSK3beta inhib	Platelet DG rel	GSK3A inh	IEC-6 tox	KLF5 inh	HSF1 inh	aSyn 5UTR inh	HSP90 refold inh	HSF-1 act
COc1ccc(C(=O)N2CCCC(c3ccccc3)C2)cc1 (stereo not drawn)	-4	.	.	0	4	-5	.	.	1	.
COc1cc(NC(=O)c2cc3c(Cl)nc4ccccc4c3s2)cc(OC)c1OC	5	2	6	-1	4	-16	-14	28	-5	-27
Cc1nc2sc(C(=O)OCC(=O)N3c4ccccc4CC3C)c(C)c2c(=O)[nH]1 (stereo not drawn)	.	0	-7	-2	-4	-8	1	1	-2	6
Cc1ccc(Cl)cc1NC(=O)C1CCCN(c2cnccn2)C1 (stereo not drawn)	.	0	2	-1	-3	-2	8	-5	-1	-4
O=C(NC(NC(=S)Nc1ccccc1C(=O)O)C(Cl)(Cl)Cl)c1cccc([N+](=O)[O-])c1 (stereo not drawn)	-13	2	-1	-8	-8	2	-3	9	0	-8
Cc1ccc2cccc(OCC(=O)Nc3ccc4c(c3)OCO4)c2n1	.	1	9	0	2	-7	-2	-19	1	-15
CCCCCC(=O)N1CCN(CCN=CC2=C(O)CC(c3cccs3)CC2=O)CC1 (stereo not drawn)	-3&-3	-1	3	1	-4	-14	1&2	4	-3	1&1
N#Cc1cc2ccccc2nc1N	.	.	-11	2	5	-31	-3	3	20*	-1
CCOC(=O)C1CCN(C(=O)C(=O)c2cn(CC(=O)N3CCCCCC3)c3ccccc23)CC1	11	1	-8	0	0	-33	1	3	2	18
O=C(NCc1ccccc1)C(c1ccc(F)cc1)N(Cc1ccco1)C(=O)c1ccccn1 (stereo not drawn)	-3	4	-4	-1	-2	-4	-5	7	3	-9
COC(=O)CSc1ccc2nnc(-c3ccc(OC)c(OC)c3)n2n1	13	3	4	2	-6	3	-5	18	0	-6
CCOc1ccc(C(=O)N2CCN(S(=O)(=O)c3cccs3)CC2)c(OCC)c1	-2	6	-6	-1	-6	-16	9	6	1	54*
Cc1ccc(N2CCN(c3ccc([N+](=O)[O-])cn3)CC2)c(C)c1	1	-1	-1	-1	-4	-19	-4	-7	5	14
Cn1c(=O)c2c(O)c(Cc3ccccc3)c(=O)[nH]c2n(C)c1=O	-5	1	-24	-2	2	3	-5	-10	3	-5
CCN(CC)C(=O)C1CCN(c2ncnc3c2cnn3-c2ccc(C)cc2C)CC1	18	0	-1	-1	-6	17	-5	15	-2	2
COc1ccc(Br)cc1CNCC1CCCO1 (stereo not drawn)	-5	-3	9	-1	-8	-51	-7	-12	-2	5
Cn1c(=O)c2[nH]c(N/N=C(/C#N)C(N)=O)nc2n(C)c1=O	.	-5	-3	1	-2	9	-4	-3	5	-8
O=C(Nc1nnc(SCc2ccccc2F)s1)c1ccco1	-5	-2	-2	-3	9	-71	-2	-24	-6	7
Cc1nn(-c2ccccc2)c(Cl)c1/C=N/NC(=O)c1cccnc1	4	-2	-8	-1	3	-41	17	-45	-2	35
O=C(O)c1cccc(NC(=O)c2cc(-c3cccc(Cl)c3)nc3ccccc23)c1	1	5	-1	-2	-1	-42	-11	-21	1	-8

Three compounds out of the list, ordered by length of the SMILES, lowest first:
SMILES	Dyrk1A ADPGlo	GSK3beta inhib	Platelet DG rel	GSK3A inh	IEC-6 tox	KLF5 inh	HSF1 inh	aSyn 5UTR inh	HSP90 refold inh	HSF-1 act
N#Cc1cc2ccccc2nc1N	.	.	-11	2	5	-31	-3	3	20*	-1
COc1cc(NC(=O)c2cc3c(Cl)nc4ccccc4c3s2)cc(OC)c1OC	5	2	6	-1	4	-16	-14	28	-5	-27
CCCCCC(=O)N1CCN(CCN=CC2=C(O)CC(c3cccs3)CC2=O)CC1 (stereo not drawn)	-3&-3	-1	3	1	-4	-14	1&2	4	-3	1&1

Next section:
SMILES	Dyrk1A ADPGlo	GSK3beta inhib	Platelet DG rel	GSK3A inh	IEC-6 tox	KLF5 inh	HSF1 inh	aSyn 5UTR inh	HSP90 refold inh	HSF-1 act
O=C(O)C1CCCCC1C(=O)Nc1nccs1 (stereo not drawn)	.	7	-3	2	2	-21	-4	13	2	-5
CN(C)c1ncnc2c1ncn2C1OC(CO)C(O)C1O (stereo not drawn)	2	2	-1	-2	51*	65*	-31	108*	2	-30
Cc1ccc(C(=O)N(CC(=O)NC2CCCC2)Cc2cccs2)s1	0	-5	0	2	2	-17	8	5	1	1
Cc1ccc(OCc2nnc(SC3CCc4ccccc4C3=O)n2C)cc1 (stereo not drawn)	-6	3	17	2	-6	-27	-3	-21	-2	-9
CCOc1cc(C(=O)Nc2ccc3c(c2)OCO3)ccc1OCCOc1ccccc1Cl	4	1	-4	-2	-2	-2	3	-5	-1	-3
O=c1oc2ccccc2c(Nc2cc3ccccc3cc2O)c1[N+](=O)[O-]	15	1	1	0	21	11	-19	-47	12	-27
COc1ccc(NC(=O)CCCCCN2C(=O)c3ccccc3C2=O)c(OC)c1	-4	2	-1	-2	-2	-27	-2	6	-2	4
CC(=O)NC1=NN(C(C)=O)C(c2sccc2C)S1 (stereo not drawn)	4	1	1	-4	-2	-17	-6	4	2	-21
CCC(OC(=O)CC1Sc2ccccc2NC1=O)C(=O)NCC1CCCO1 (stereo not drawn)	-3	2	0	1	-14	-7	-4	1	-4	16
COc1ccccc1OCC(=O)Nc1nc(-c2ccc(S(=O)(=O)N3CCOCC3)cc2)cs1	-4	-2	-16	2	3	6	3	-34	1	-10
CSC1=NC(C(Cl)(Cl)Cl)N=C(c2ccc(C)cc2)N1 (stereo not drawn)	-1	1	-6	-3	58*	53	5	118*	0	1
COc1ccc(-c2nc(CC(=O)O)cs2)cc1OC	.	2	-8	-1	-6	-13	-9	-3	4	12
Cc1ccc(C(c2nnnn2C2CCCCC2)N(C)C2CCCCC2)cc1 (stereo not drawn)	0	0	-3	-1	0	-33	11	29	1	30
Cc1cc(NC(=O)CSc2nnc(C3CC3)n2N)no1	44	3	1	1	-3	-27	-5	34	-3	0
COc1ccccc1CNCc1cccc(Oc2ccccc2)c1	.	-3	-9	1	-2	0	-2	18	-2	-2
CCOC(=O)/C(C#N)=N/Nc1ccccc1OC	.	1	-8	4	6	10	9	-47	3	8
CCOc1ccc(C2/C(=C(/O)c3ccc(S(=O)(=O)N4CCCCC4)cc3)C(=O)C(=O)N2CCCOC)cc1OC (stereo not drawn)	-5	-4	-1	-2	4	6	-4	8	8	-17

Whole records as entered above. Order of values: Dyrk1A ADPGlo	GSK3beta inhib	Platelet DG rel	GSK3A inh	IEC-6 tox	KLF5 inh	HSF1 inh	aSyn 5UTR inh	HSP90 refold inh	HSF-1 act
Profile of Cc1ccc(C(c2nnnn2C2CCCCC2)N(C)C2CCCCC2)cc1 (stereo not drawn) = 0	0	-3	-1	0	-33	11	29	1	30
Profile of CCOc1cc(C(=O)Nc2ccc3c(c2)OCO3)ccc1OCCOc1ccccc1Cl = 4	1	-4	-2	-2	-2	3	-5	-1	-3
